KOR beta-arrestin-1: KOR antagonists, beta-arrestin recruitment, cell-based, luminescence, uHTS (AID 1778) | KOR beta-arrestin recruitment, luminescence, antagonist mode; higher % means a stronger effect | one-dose inhibition, % at 10 µM; IC50 in µM for titrated hits | 290,000 compounds, 0.091% hits; further: strong numbers were not always called active
KOR beta-arrestin-2: kappa opioid receptor activators – cell-based, luminescence, uHTS, primary screen (AID 1777) | 280,000 compounds, 0.02% hits | KOR beta-arrestin recruitment, luminescence; higher % means a stronger effect | activation, % at 10 µM; hits with a dose series show EC50 in µM; in the data active means activation above about 50%, passing the limit was not always enough; further: a part of the inactive calls stands beside numbers as strong as those of hits
Myeloid diff 2: promotes myeloid progenitor differentiation; ER-HoxA9 myeloid progenitors, lysozyme-GFP differentiation, flow cytometry; 360,000 compounds, 1% hits; calls only at 10 µM; AID 624256;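 active means normalized GFP-positive differentiation at or above the plate's own cutoff, the solvent-only control mean plus 3 SD; inconclusive means no clear call, values can overlap the other calls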;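 further: cells exposed to compound for four days before flow analysis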
LYP phosphatase: PTPN22 lymphoid phosphatase activity blockers – biochemical, fluorescence intensity, uHTS (AID 1779); recombinant LYP phosphatase, fluorescence intensity; higher % means a stronger effect; inhibition, % at 11.5 µM; hits with a dose series show IC50 in µM; 290,000 compounds, 0.054% hits;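 further: plate controls were vehicle with enzyme for no effect and no enzyme for full effect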
Siah-1 displacement: blockers of Siah-1 interaction with plectin peptide – biochemical, fluorescence polarization, rhodamine-plectin, uHTS, primary screen (AID 1817) | Siah-1 / rhodamine-plectin peptide fluorescence polarization; higher % means a stronger effect | displacement, % at 20 µM; hits with a dose series show IC50 in µM | 290,000 compounds, 0.02% hits;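 active means displacement of at least 50% at 20 µM, with a fluorescence ratio check between 0.3 and a set limit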;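 further: plate controls were Siah plus tracer with DMSO for no effect and tracer alone without Siah for full effect; strong numbers were not always called active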
Salmonella PhoP GFP: inhibitors of PhoP regulon expression, primary screen, Salmonella Typhimurium, GFP reporter (AID 1863). S. Typhimurium PhoP-regulated promoter GFP reporter, 4 h; higher % means a stronger effect. one-dose inhibition, % at 50 µM; IC50 in µM for titrated hits. 300,000 compounds, 0.16% hits;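 active means inhibition over 29.93%, a cutoff 3 SD above the screen mean, later confirmed by dose response; inconclusive means inhibition over 29.93% but no dose response follow-up; inactive means inhibition at most 29.93% or unconfirmed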;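 further: 0% = low Mg2+ inducing control and 100% = high Mg2+ repressing control; strong numbers were not always called active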
NOD1 NF-kB reporter: inhibition of NOD1-driven NF-kB reporter – cell-based, luminescence, uHTS, primary screen (AID 1578); NOD1-driven NF-kB luciferase reporter cells, luminescence; higher % means a stronger effect; inhibition, % at 4 µM; hits with a dose series show EC50 in µM; 290,000 compounds, 1% hits; in the data active means inhibition mostly above about 36%, no sharp cut-off; inactive means mostly below about 34%;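 further: HEK-293T reporter cells stimulated with the NOD1 agonist gamma-tri-DAP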
HIV fusion peptide: inhibitors of HIV fusion peptide binding, primary screen, biochemical, uHTS, fluorescence dequenching (AID 1986); cell-free peptide binding, fluorescence dequenching, 30 min; higher % means a stronger effect; inhibition, % at 20 µM; hits with a dose series show IC50 in µM; 290,000 compounds, 0.3% hits; in the data active means inhibition mostly above about 52%, no sharp cut-off; inactive means mostly below about 76%; further: some results filed as inactive read as strong as hits
NOD2 inhibition: NOD2 signaling inhibitors, cell-based, luminescence, uHTS, HEK293 (AID 1566); HEK293 NOD2/NF-kB luciferase reporter, luminescence; higher % means a stronger effect; inhibition, % at 4 µM, or EC50 in µM where a hit was titrated; 290,000 compounds, 0.63% hits; further: many of its hits are not listed in these tables
Myeloid diff 2 GFP+ MAC1+ %: recorded beside Myeloid diff 2, whose call it bears; GFP+ MAC1+ double positive, %; measured here: differentiation confirmed by MAC1 staining
Numbers without * were called inactive; i = inactive; ? = inconclusive; . = no result given; [ ] = another dose, or the depositor's remark. Unless noted, no stated cut-off is given here; in the data, active means inhibition above about 50%; inactive means the rest.

Every second line gives: Siah-1 displacement	KOR beta-arrestin-1	HIV fusion peptide	NOD1 NF-kB reporter	NOD2 inhibition	KOR beta-arrestin-2	Salmonella PhoP GFP	Myeloid diff 2	Myeloid diff 2 GFP+ MAC1+ %	LYP phosphatase
CC(C)CCNC(=O)NC(=O)COc1c(F)c(F)cc(F)c1F
  1%	-15%	-0.1%	-30%	14%	1.4%	-5%	i	0.9	-6%
CCOC(=O)c1ccc(CNC(=O)C2CCCCC2C(=O)OCC(F)(F)F)o1 (stereo not given)
  5%	-32%	-2.3%	12%	6%	5.0%	0%	i	1.0	0%
O=C(Nc1cc(F)ccc1F)N1CCN(c2ccnc3cc(Cl)ccc23)CC1
  5%	21%	0.8%	3%	11%	0.6%	.	i	0.8	-5%
COc1ccc(-n2c(SCC(=O)NCc3ccco3)nc3c([nH]c4ccccc43)c2=O)cc1
  -2%	-31%	1.1%	15%	3%	17%	4%	i	1.7	-5%
O=C(c1cc2ccccc2oc1=O)N(Cc1ccccc1)Cc1ccc2c(c1)OCO2
  -2%	-8%	-5.0%	50%*	-9%	-1.0%	7%	i	1.0	2%
O=C(c1ccco1)N1CCN(C(=O)C2CCN(S(=O)(=O)c3cccs3)CC2)CC1
  -5%	2%	0.3%	14%	15%	0.7%	-6%	i	10	-9%
CCc1nc(SCC(=O)Nc2ccccc2)c2c(=O)n(C)c(=O)n(C)c2n1
  2%	-2%	5.7%	-36%	-1%	-0.7%	2%	i	1.7	-10%
Cn1c(N)c(C(=O)CSc2nnc(-c3ccccc3F)n2C2CC2)c(=O)n(C)c1=O
  0%	-24%	0.1%	20%	12%	4.8%	11%	i	0.5	-2%
O=C(CCCn1c(=S)[nH]c2ccsc2c1=O)NCCc1ccccc1
  1%	3%	-1.4%	-22%	-3%	-0.4%	4%	i	0.0	-10%
CC(C)CCNC(=O)C(CC(C)C)N(Cc1ccc2c(c1)OCO2)C(=O)c1snc(C(N)=O)c1N (stereo not given)
  2%	-2%[20 µM]	0.0%	6%	4%	-4.1%	-5%	i	0.2	6%

An excerpt from further up, for reference:
Every second line gives: Siah-1 displacement	KOR beta-arrestin-1	HIV fusion peptide	NOD1 NF-kB reporter	NOD2 inhibition	KOR beta-arrestin-2	Salmonella PhoP GFP	Myeloid diff 2	Myeloid diff 2 GFP+ MAC1+ %	LYP phosphatase
CC(C)CCNC(=O)NC(=O)COc1c(F)c(F)cc(F)c1F
  1%	-15%	-0.1%	-30%	14%	1.4%	-5%	i	0.9	-6%
CCOC(=O)c1ccc(CNC(=O)C2CCCCC2C(=O)OCC(F)(F)F)o1 (stereo not given)
  5%	-32%	-2.3%	12%	6%	5.0%	0%	i	1.0	0%
O=C(Nc1cc(F)ccc1F)N1CCN(c2ccnc3cc(Cl)ccc23)CC1
  5%	21%	0.8%	3%	11%	0.6%	.	i	0.8	-5%

The list goes on:
Every second line gives: Siah-1 displacement	KOR beta-arrestin-1	HIV fusion peptide	NOD1 NF-kB reporter	NOD2 inhibition	KOR beta-arrestin-2	Salmonella PhoP GFP	Myeloid diff 2	Myeloid diff 2 GFP+ MAC1+ %	LYP phosphatase
COc1ccc(C(=O)Nc2cc(C)nn2-c2ccc(C)cc2)cc1
  -8%	-19%	-1.9%	-4%	1%	-4.1%	4%	i	0.7	-5%
Cc1cc(N2CCCC2)nc2ccccc12
  4%	-23%[20 µM]	-1.2%	-25%	5%	-3.2%	2%	i	0.7	-3%
O=C(O)c1cccn2c(=O)c3ccccc3nc12
  -1%	1%	-0.4%	-24%	13%	-1.6%	2%	i	0.7	-6%
O=c1nccc(SCc2ccc(Cl)cc2Cl)[nH]1
  6%	19%	-0.4%	1%	-3%	1.1%	1%	i	0.3	-5%
CCOc1ccc(CC(=O)N2CCN(c3ccc(N4CCOCC4)nn3)CC2)cc1OCC
  0%	0%	-0.7%	-2%	4%	0.8%	-3%	i	2.2	-3%
COc1cc(Cl)c(S(=O)(=O)N2CCOCC2)cc1Cl
  -4%	-5%	-2.8%	7%	2%	-3.8%	14%	i	0.9	0%
O=C(NCCCN1CCOCC1)c1ccco1
  -1%	1%	-2.0%	4%	5%	-0.2%	2%	i	0.3	-9%
CCOC(=O)c1c(C)[nH]c(C(=O)N/N=C\c2ccccc2Cl)c1C
  3%	14%	0.8%	2%	-18%	7.2%	1%	i	2.1	-5%
Cc1cccc([C@@H]2[C@@H]3C(=O)N(Cc4ccccc4)C(=O)[C@@H]3[C@]3(C)C(=O)N(c4cccc(Cl)c4)C(=O)N23)c1
  -2%	-12%[20 µM]	-0.9%	60%	16%	-2.5%	7%	i	1.8	-6%
CCc1ccc(/C=C2\SC(=S)N(CCC(=O)N3CCN(C)CC3)C2=O)cc1
  -3%	-1%	6.7%	-3%	29%	0.8%	4%	i	0.3	1%
CSc1nnc(NC(=O)C23CC4CC(CC(C4)C2)C3)s1
  3%	-44%	0.8%	-44%	2%	-7.7%	-10%	i	0.5	1%
Cc1cc(OCCCCn2ccnc2)cc(C)c1Cl
  -6%	26%	-3.2%	-19%	13%	-4.3%	-1%	i	0.4	-5%
CC(=O)Nc1ccc(S(=O)(=O)N[C@H](C(=O)O)C(C)C)cc1
  -3%	-7%	-0.3%	18%	4%	-2.7%	-5%	i	0.9	-9%
Cc1ccc(C)c(NCC(O)c2ccccc2)c1 (stereo not given)
  5%	-16%[20 µM]	0.4%	-18%	-12%	-3.5%	1%	i	0.1	-4%
OCCC1CN(CCCn2cccn2)CCN1Cc1ccccc1 (stereo not given)
  -1%	-14%	-0.8%	-6%	28%	-4.3%	.	i	0.2	-9%
CCOC(=O)c1cc(NC(=O)c2ccc(Cl)cc2)c(=O)n2c1oc1ccc(Cl)cc12
  5%	-21%	1.5%	-32%	16%	-1.1%	-2%	i	3.7	3%
FC(F)(F)c1cc(-c2ccco2)nc(NCCc2ccccc2)n1
  2%	27%	14%	11%	7%	1.8%	13%	i	1.1	-6%
Cc1ccc(C(=O)OCC(=O)c2c[nH]c3ccccc23)cc1S(=O)(=O)N1CCCCC1
  6%	-21%	5.5%	21%	12%	4.8%	14%	i	1.8	4%
CCOc1ccc(OCCC(=O)OC(C)C(=O)Nc2ccc(C(C)=O)cc2)cc1 (stereo not given)
  -2%	11%	0.9%	-1%	14%	-1.7%	3%	i	1.0	-15%
Cc1cc(OCC(O)CN2CCc3ccccc3C2)ccc1Cl (stereo not given)
  0%	4%[20 µM]	0.2%	-27%	-7%	-3.4%	-1%	i	0.5	-6%
Cc1ncoc1C(=O)N1CCc2c([nH]c3ccccc23)C1c1ccccc1F (stereo not given)
  -2%	6%[20 µM]	-1.7%	-1%	4%	.	3%	i	0.3	-3%
Cc1ccc(NC(=O)C2CCCN2C(=O)OCc2ccccc2)c(C)c1 (stereo not given)
  2%	11%	1.3%	-16%	5%	1.9%	-4%	i	0.6	0%
Cc1ccccc1N1C(=O)c2cccc3c(N(C)CCO)ccc(c23)C1=O
  4%	40%	2.4%	-16%	17%	-10%	-131%	i	6.0	-3%
C/C(=N\NC(=S)NC1CCCCC1)c1cccc(Br)c1
  2%	0%	1.7%	-32%	-61%	-2.6%	21%	i	0.5	-2%
Cc1ccc(-n2nc3c(=O)n(CC(=O)NCCc4ccco4)nc(C)c3c2C)cc1
  -2%	7%	-1.1%	-1%	34%	-1.0%	3%	?	.	-12%
COc1ccc(S(=O)(=O)N(C)C(C)CCc2ccco2)cc1 (stereo not given)
  5%	-14%	6.5%	-8%	-3%	-1.7%	10%	i	0.4	0%
CC(NC(=O)C(=O)Nc1nccs1)c1ccccc1 (stereo not given)
  5%	14%	1.2%	2%	10%	10%	-12%	i	0.4	-1%
Cc1ccc(C#CC[N+](C)(C)CC#Cc2ccccc2)cc1
  1%	-26%[20 µM]	-0.7%	-18%	-1%	-1.6%	12%	i	1.4	-3%
COC(=O)c1ccc(OC(=O)C2CC(=O)N(c3cccc(C)c3)C2)cc1 (stereo not given)
  -2%	-18%	-0.2%	17%	11%	2.1%	2%	i	2.5	0%
O=C(Cc1cccs1)N/N=C/c1ccc(OCc2ccccc2)cc1
  9%	-15%	0.6%	-18%	13%	1.8%	14%	i	0.5	13%
O=C(COC(=O)c1ccccn1)Nc1c(Cl)cccc1Cl
  -2%	9%	4.2%	-6%	-12%	1.2%	7%	i	1.0	-3%
COc1ccc(CN2CCN(C(=O)CCC(=O)Nc3nnc(C(C)C)s3)CC2)cc1F
  -2%	-39%	0.2%	12%	27%	8.1%	-13%	i	1.9	-16%
CC(C)Cn1c(=O)c(-[n+]2ccccc2)c([O-])c2ccccc21
  0%	-39%	1.9%	-8%	7%	4.1%	2%	i	1.0	-7%
CC(=O)N(/N=C1\Sc2ccccc2C1=O)c1ccccc1
  5%	1%	9.3%	-41%	-133%	1.9%	4%	i	1.1	-1%
Cc1ccc(-c2csc(-c3cc(C)on3)n2)cc1
  0%	18%	-1.5%	-5%	-19%	-1.9%	1%	i	0.7	-5%
CN=C1NN=C(c2cc(C)n(-c3ccc(Cl)cc3)c2C)CS1
  3%	-13%	5.1%	-27%	0%	-1.6%	-2%	i	0.1	-2%
O=C(CCCC(=O)N(CC(=O)NC1CCCC1)Cc1ccccc1)Nc1ccccn1
  -4%	-52%	0.1%	13%	-7%	7.8%	9%	i	0.3	-3%
CC(C)OCCCNC(=S)N1CCC(C(=O)c2ccc(Cl)cc2)CC1
  5%	-2%	-0.5%	-13%	18%	-1.4%	7%	i	1.0	-5%
CC(=O)c1ccc(NC(=O)C2CCC(C)NC2=O)cc1 (stereo not given)
  1%	6%	0.9%	-6%	8%	-4.0%	-1%	i	0.5	-5%
COC(=O)C1=C(N)c2c(F)cccc2C1(C#N)c1ccc(F)cc1 (stereo not given)
  -2%	24%	1.4%	14%	0%	20%	-11%	.	.	-5%
CC(C)COc1cccc(C(=O)Nc2ccc(CN3CCOCC3)cc2)c1
  -5%	46%	-1.5%	9%	15%	-3.0%	6%	i	1.0	-3%
CN(C)c1ccc(NC(=O)CSc2nc3ccccc3c(=O)n2CC2CCCO2)cc1 (stereo not given)
  4%	-4%	-1.9%	10%	11%	-0.5%	0%	i	2.5	-7%
O=C1CNC(=S)N1c1nc2ccccc2s1
  9%	19%	2.6%	-6%	-23%	-2.2%	-8%	i	0.7	2%
Cc1ccc(Nc2nc(N)nc(CN3CCN(C(=O)c4ccco4)CC3)n2)cc1Cl
  -6%	-18%	-0.2%	10%	14%	-5.8%	0%	i	0.9	-9%
CCCCS(=O)(=O)NC1=NCN(CCO)CN1
  -1%	-18%	-2.9%	-11%	7%	-1.2%	-10%	i	0.6	2%
Cc1cc(C)n(NC(=S)NC2CCCCC2)c(=O)c1C#N
  -2%	2%	-1.5%	-1%	8%	1.5%	-8%	i	1.4	-3%
COc1ccc(CCNC(=O)CCCn2c(SCC(N)=O)nc3cc4c(cc3c2=O)OCO4)cc1OC
  1%	-35%	-0.1%	-33%	2%	0.3%	0%	.	.	-4%

Only part of the results is shown; count on the stated rates, not on these rows.
